RAD54 branch – blocks human RAD54 Holliday junction branch migration; FAM/BHQ fluorescence; inhibition, % at 10.4 µM; 360,000 tested, 0.14% active; AID 602329;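 active = mean normalized replicate activity at least 40 and at least half of replicates scoring 40 or more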;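 note: 0% = median of neutral control wells and 100% = median of positive control wells; inhibitors cause a drop in the FAM fluorescence signal; in these data hits start at about 50%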
Target sequence (Q92698 whole entry, looked up): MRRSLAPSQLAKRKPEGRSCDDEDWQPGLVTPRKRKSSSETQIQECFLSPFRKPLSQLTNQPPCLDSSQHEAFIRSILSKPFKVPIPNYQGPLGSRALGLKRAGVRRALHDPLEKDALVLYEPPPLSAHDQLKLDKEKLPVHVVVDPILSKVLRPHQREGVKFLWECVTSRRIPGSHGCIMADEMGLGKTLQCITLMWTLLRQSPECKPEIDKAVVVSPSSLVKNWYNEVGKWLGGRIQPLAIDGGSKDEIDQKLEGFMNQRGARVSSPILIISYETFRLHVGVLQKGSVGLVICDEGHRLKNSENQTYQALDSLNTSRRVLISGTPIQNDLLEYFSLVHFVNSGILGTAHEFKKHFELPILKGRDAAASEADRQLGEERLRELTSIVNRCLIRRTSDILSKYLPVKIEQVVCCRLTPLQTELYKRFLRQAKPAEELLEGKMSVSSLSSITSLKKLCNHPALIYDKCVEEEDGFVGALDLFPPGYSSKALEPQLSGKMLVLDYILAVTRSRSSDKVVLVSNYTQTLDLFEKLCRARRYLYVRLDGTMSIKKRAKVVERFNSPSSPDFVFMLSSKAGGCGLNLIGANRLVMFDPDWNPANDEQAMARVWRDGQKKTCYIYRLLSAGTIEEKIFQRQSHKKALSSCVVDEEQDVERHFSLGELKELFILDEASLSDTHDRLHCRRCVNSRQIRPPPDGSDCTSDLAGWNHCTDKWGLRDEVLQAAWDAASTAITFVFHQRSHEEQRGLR
esBAF inh – blocks esBAF chromatin remodeling in mouse ES cells; Bmi1-luciferase knock-in reporter, 24 h; 100% = twice the neutral-well signal; reporter increase, % at 12.5 µM; 350,000 tested, 2% active; in the data active = activation above about 40%;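 note: 0% = median of the plate's neutral control wells and 100% = double that signal; a rise in the Bmi1 reporter signal indicates esBAF inhibition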
Starred values were filed as active, the others as inactive.

SMILES	RAD54 branch	esBAF inh
CCCc1[nH]nc2c1C(c1cccnc1)C(C#N)=C(N)O2 (centres undefined)	-1.0	-3.5
CCCNC(=O)Nc1ccc2c(c1)nc(C)n2C	-4.0	18.5
COC(=O)c1ccccc1NC(=O)C1CCN(S(=O)(=O)c2cc(C)ccc2OC)CC1	-5.2	11.5
COCCn1c(=S)[nH]c2cc(C(=O)NC(C)C)ccc2c1=O	0.9	-5.4
O=C(O)CCC(=O)Nc1ccc(N2CCCCCC2)cc1	6.7	-7.9
O=C1C=C(c2ccc3ncccc3c2)C[C@@H](c2ccc(F)cc2)C1	8.9	8.5
CCc1nnc(NC(=O)CSc2nc3cc4c(cc3cc2CC)OCCO4)s1	-6.4	-1.7
O=C(COc1ncnc2sccc12)N1CCc2ccccc2C1	-10.9	-7.9
CCOC(=O)C(NC(=O)Nc1ccc(F)cc1)(OCC)C(F)(F)F (centres undefined)	11.4	-11.0
CCOC(=O)c1c(N)nn(C(=O)CC)c1-c1ccccc1	-7.3	-5.0
O=C(NCC(=O)N(Cc1cccs1)C(C(=O)NC1CCCCC1)c1cccnc1)c1ccco1 (centres undefined)	-8.6	-4.7
C=C(C)CSc1nc2ncc(Cl)cc2[nH]1	0.4	16.7
O=C(Nc1cccnc1Cl)C1c2ccccc2Oc2ccccc21	3.7	1.0
C=C(Cl)COC(=O)[C@H]1C2C=CC(C2)C1C(=O)O (some centres undefined)	6.3	-7.2
O=C1C2C3C=CC(C3)C2C(=O)N1c1ccc(Cc2ccncc2)cc1 (centres undefined)	11.1	6.4
CCc1nn(CC(=O)NCCCN(CC)Cc2ccccc2)c(=O)c2cc3sccc3n12	-0.6	-2.0
CC/C(=N/Nc1ccccc1Cl)c1cnnc(-c2ccccc2)n1	-5.3	-0.2
CCn1c2ccccc2c2nnc(SCC(=O)NC(CC(C)C)C(=O)OC)nc21 (centres undefined)	2.5	0.6
C/C(=N\NC(=O)CC1N=C(Cc2ccccc2)NNC1=O)c1ccc(Cl)cc1Cl (centres undefined)	7.9	-3.5
Cc1nc2nc(-c3ccco3)[nH]n2c(=O)c1C	3.0	-2.8
Cc1cc(-c2ccccc2)nc(N(C)NC(=O)c2c(F)cccc2F)c1S(C)(=O)=O	3.2	1.6
O=S(=O)(c1ccc(Br)s1)N1CCCCC1	5.9	0.5
COC(=O)c1ccc(Cn2nc(C)c(Br)c2C)cc1	2.3	1.8
Nc1nc(=S)[nH]c2c1C1(CCCC1)Cc1ccccc1-2	-5.7	-7.7
O=C(NCc1ccco1)c1cccc(S(=O)(=O)N2CCOCC2)c1	8.7	-4.9
CCC(Sc1nc(-c2ccccc2)c(C#N)c(=O)[nH]1)C(=O)Nc1nnc(C)s1 (centres undefined)	-2.7	3.0
CCOC(=O)c1noc(C)c1C(=O)Nc1cccc(F)c1	-6.6	-3.1
COC(=O)c1cc(Br)c(=O)n(-c2cccc(F)c2)c1	-0.4	-11.1
Cc1ccc2c(c1)[C@@H]1CN(C)CC[C@@H]1N2S(=O)(=O)c1ccc(F)cc1	-13.7	1.7
Cc1ccc(/C=N/NC(=O)c2cc3c(ccc4ccccc43)o2)cc1[N+](=O)[O-]	7.0	-6.2
COc1ccc(OCC(=O)Nc2ccc3c(c2)nc(CN2CCCC2)n3C)cc1	12.7	-2.5
COc1ccc(/C=C2\Sc3ccc(C(=O)N4CCCC4)cc3N(C)C2=O)cc1OC	2.2	4.4
Cc1ccc(NC(=O)CN2C(=O)N/C(=C\c3cccn3-c3cccc(C(=O)O)c3)C2=O)cc1	2.0	-1.0
CCC(C)(C(=O)NC1CCCCC1)N(C)C(=O)c1ccc2c(c1)OCO2 (centres undefined)	-4.2	-1.9
O=C(Nc1ncc(Cc2ccccc2)s1)C1COc2ccccc2O1 (centres undefined)	9.4	52.9*
CO/N=C/NC(=O)c1c(OC)ccnc1Oc1cccc(C(F)(F)F)c1	-8.9	-4.0

Entries of single compounds from above:
CO/N=C/NC(=O)c1c(OC)ccnc1Oc1cccc(C(F)(F)F)c1 as listed: RAD54 branch: -8.9; esBAF inh: -4.0
COC(=O)c1cc(Br)c(=O)n(-c2cccc(F)c2)c1 as listed: RAD54 branch: -0.4; esBAF inh: -11.1

New compounds follow:
SMILES	RAD54 branch	esBAF inh
Cc1ccc(-n2c(Cc3cccn3C)nnc2SCC(=O)N2CCN(c3ccccc3)CC2)cc1	-0.8	12.4
Cc1nn(C)cc1C1Nc2ccccc2C(=O)N1O (centres undefined)	-10.2	7.6
CC1CCN(C(=O)CSc2nc3ccccc3s2)CC1	-3.2	33.0
Cc1snc(SCC(=O)c2ccc(Cl)cc2)c1C#N	-8.2	30.2
CC(OC(=O)CCCN1C(=O)c2ccccc2C1=O)C(=O)Nc1ncc(Cl)cc1Cl (centres undefined)	-10.6	-3.4
C/C(O)=C(/C#N)c1nc2ccccc2[nH]1	6.6	-24.3
O=C(N/N=C/c1ccncc1)c1cc([N+](=O)[O-])cc([N+](=O)[O-])c1O	1.5	-8.9
CC1(NC(=O)C23CC4CC(CC(C4)C2)C3)CCS(=O)(=O)C1 (centres undefined)	-1.9	-0.9
Cc1ccc2[nH]c(C)c(/C=N/Nc3nc4ccccc4s3)c2c1	3.8	6.4
CCOC(=O)c1sc(NC(=O)CSc2nnnn2-c2ccc(C)cc2C)nc1C	4.4	-1.3
O=C(Cc1ccc(-n2cccc2)cc1)NC1CCCCC1	1.3	3.6
COC(=O)C(CC(=O)Nc1cc(C)ccc1C)Nc1ccccc1OC (centres undefined)	-19.5	-1.5
COc1ccc(Cn2nnnc2C(c2ccccc2OC)N2CCC(C(N)=O)CC2)cc1 (centres undefined)	0.2	-0.3
CSC1=N/C(=C\c2ccc(C)cc2)C(=O)S1	-12.2	-11.3
CC(C)C(=O)N(Cc1cc2ccccc2[nH]c1=O)C(C)(C)C	1.8	8.9
Cc1csc(NC(=O)CSc2ncnc3c2cnn3-c2ccccc2Cl)n1	-5.4	-4.3
O=S(=O)(Nc1ccc2nc(-c3ccco3)[nH]c2c1)c1ccccc1	-17.1	60.3*
Cc1cccc(C)c1NC(=O)C(c1cccs1)N(Cc1ccco1)C(=O)Cn1nnc2ccccc21 (centres undefined)	-15.6	7.4
O=C(O)c1ccc(Cl)c(NC(=O)C2CCCN2S(=O)(=O)c2cccc3nsnc23)c1 (centres undefined)	-9.3	0.4
CCOC(=O)c1ccc(-c2cccc(-c3cc(=O)oc4cc(OC)cc(OC)c34)c2)cc1	1.4	10.7
COc1ccc(C(=O)N/N=C2/SCC(=O)N2Cc2ccc3c(c2)OCO3)cc1OC	1.1	-1.5
O=C(Nc1nc(-c2ccccc2)cs1)C1CCCN(S(=O)(=O)c2ccccc2)C1 (centres undefined)	0.0	8.1
O=c1c2ccccc2nc2n1C(CSc1ccc(Br)cc1)CN2 (centres undefined)	-3.6	-5.1
Clc1ccc2[nH]c(-c3ccccc3)cc2c1	3.5	60.1*
Cc1cc(Nc2ccccc2)n(C(=O)c2ccc(N)cc2)n1	1.1	-4.7
CS(=O)(=O)N(CC(=O)Nc1ccccc1Sc1ccccc1)C1CCCCC1	2.1	-3.8
O=C(CN1C(=O)C2CC=C(Cl)CC2C1=O)NCc1ccccc1 (centres undefined)	2.2	-5.7
CC(C)(C)c1ccc(C(=O)N2CCCCCC2=O)cc1	2.9	-74.3
CC(=O)CCS(=O)(=O)c1ccc(NC(C)=O)cc1	-5.4	-1.1
Cc1cc(C)c(S(=O)(=O)Nc2ccc(-c3cn4ccccc4n3)cc2)c(C)c1	-10.7	11.5
Cc1nn(C)c(C)c1NC(=O)CN1CCC(O)(c2ccc3c(c2)OCO3)CC1	2.2	-8.2
COc1ccc(CCN2C(=O)CC(N3CCOCC3)C2=O)cc1 (centres undefined)	10.7	7.3
Cc1cc(C)n(-c2nc3c(c(=O)[nH]c(=O)n3C)n2Cc2cccc(Br)c2)n1	0.3	-6.1
COc1cccc(C(=O)Nc2ncc3c(n2)CC(c2ccc(OC)cc2OC)CC3=O)c1 (centres undefined)	0.4	12.9
COc1cccc(NC(=O)CN(C)S(=O)(=O)c2ccc3c(c2)CCC(=O)N3)c1	-8.2	1.5
CCC(=O)c1cc(-c2nc3ccccc3n2C)n(C)c1	-1.4	2.0
Cc1cc(OCCCn2ccnc2)cc(C)c1Cl	8.5	9.6
O=C(CCCCCN1C(=O)CCC1=O)Nc1ccc(Cl)c(C(F)(F)F)c1	-16.3	1.6
COc1ccccc1N(C(=O)CNS(=O)(=O)c1ccccc1)C(C(=O)NCc1ccco1)C(C)C (centres undefined)	1.3	-0.8
Clc1ccc(-c2ccc(/C=N/Nc3nncc(-c4ccccc4)n3)o2)cc1	-3.1	-4.2
CC(=O)N1C(=O)C(=C2C=C(C)OC(C)=C2)c2ccccc21	-18.1	-1.6
CCN1CCC2(CC1)C(C#N)=C(N)Oc1c2sc2nc(C)cc(C)c12	5.8	10.6
CCCc1[nH]nc2c1C(/C(C)=C/c1ccccc1)C(C#N)=C(N)O2 (centres undefined)	-10.2	-10.8
CCOc1cc(CNCCO)c(Cl)cc1OCC(=O)NCCc1ccccc1	5.7	-1.9
CCCCn1c(SCC(N)=O)nc2ccc(N3CCOCC3)cc2c1=O	-5.7	3.8
CC(C)CCn1c(S(=O)(=O)O)nc2ccccc21	-6.4	0.8
COc1ccc(NC(=S)Nc2ccccc2F)c(OC)c1	1.8	7.1
O=C(CCN1C(=O)C2C3C=CC(C3)C2C1=O)Nc1ccc2ncccc2c1 (centres undefined)	-3.1	7.9
O=C(CSc1ccccn1)N1CCN(c2cccc(Cl)c2)CC1	-2.4	-3.4
CC(=NCCc1ccccc1)C1=C(O)COC1=O	-7.2	1.6
O=C(Cn1c(C(=O)NCCCN2CCOCC2)cc2sccc21)c1ccccc1	2.6	2.6
CCOc1cc(C(=S)N2CCCC2)ccc1OCC(=O)Nc1c(C)cc(C)cc1C	-8.0	0.9
CCCn1c(=C(C#N)C#N)s/c(=C2\C=Cc3ccccc3N2CC)c1=O	-2.8	-3.4
CCN(CC)S(=O)(=O)N1CCC(C(=O)NC2CCCC2)CC1	-2.4	-11.1
Cc1onc(-c2ccccc2)c1C(=O)N1CCCc2ccccc21	-1.3	2.8
COc1ccc(CNC(=O)Nc2ccc(OC)cc2)cc1	-5.2	-0.8
CCCOc1ccccc1C1NC(=O)NC(C)=C1C(=O)OCc1ccccc1 (centres undefined)	1.5	0.5
COCCNC(=O)c1ccccc1-c1ccccc1C(=O)O	11.5	-14.8
COc1ccc(N(CC(=O)N/N=C/c2ccco2)S(=O)(=O)c2ccccc2)cc1	-4.9	1.6
Cn1nc(C(F)(F)F)c(C(=O)Nc2ccc(F)cc2F)c1Sc1cccc(Cl)c1	-2.1	-9.9

More records:
SMILES	RAD54 branch	esBAF inh
COC(=O)c1ccc(NC(=O)CSc2ccccn2)cc1	-5.4	15.4
COc1ccccc1NC(=O)C(C)N1CCN(C/C=C/c2ccccc2)CC1 (centres undefined)	4.5	13.5
CC(C)(C)S(=O)(=O)c1ccccc1C(=O)O	-9.8	1.6
Cc1ccc(S(=O)(=O)N[C@H](C(=O)N2CCC(C(=O)N3CCC[C@H]3C(=O)O)CC2)C(C)C)cc1	0.0	-8.8
CCOc1ccc2nc(NC(=O)CSC3=NCCS3)sc2c1	9.8	13.5
CCOC(=O)C1C(=O)NC(SC)=C(C#N)C1c1ccccc1F (centres undefined)	-4.6	1.3
CN1CCN(c2nc3ccccn3c(=O)c2C=O)CC1	8.2	-3.9
Cc1cccc(OCCCCCn2ccnc2)c1	-0.5	13.4
Cc1nc(NCC2CCCO2)c2oc3ccccc3c2n1 (centres undefined)	8.2	-0.8
Cn1c(=O)c2c(nc(CN3CCC(C(N)=O)CC3)n2Cc2ccccc2Cl)n(C)c1=O	2.5	-3.0
Cc1ccc(S(=O)(=O)N2CCOCC2)cc1C(=O)OCC(=O)Nc1ccc2c(c1)OCO2	-6.6	0.3
COc1ccccc1CN1CC(C(=O)NCc2cccnc2)CC1=O (centres undefined)	-13.7	-1.5
O=C(c1ccccc1)c1cc2ccccc2o1	0.6	48.6*
Cc1cc(N2C(=O)C(=O)/C(=C(/O)c3ccc(Cl)cc3)C2c2cccc(Br)c2)no1 (centres undefined)	-5.6	-5.0
CCOc1ccc(OCC)c(NC(=O)C2COc3ccccc3O2)c1 (centres undefined)	-8.9	-1.1
CCOc1ccccc1NC(=O)c1ccoc1C	-3.6	-7.5
COc1cccc2cc(C(C)N(CCCN3CCOCC3)C(=O)Nc3ccccc3)oc12 (centres undefined)	8.6	-11.4
CN(C)/C=C1\C=C(c2ccccc2)OC1=O	-0.1	11.1
CC(C)(C)OC(=O)N1CCC[C@@H]1CO	6.0	2.2
Cc1nc(SCC(=O)Nc2ccccc2C(F)(F)F)c2c(=O)n(C)c(=O)n(C)c2n1	-0.8	-1.2
COC(=O)c1ccc(C(=O)OC)c(NC(=O)COC(=O)C2CCC(C(C)(C)C)CC2)c1 (centres undefined)	0.9	-16.9
COC(=O)c1c(NC(=O)C2c3ccccc3Oc3ccccc32)sc(C)c1C	0.1	5.3
CCn1c(CNc2ccccc2Cl)nnc1SCC(=O)OC1CCCCC1	3.6	-2.9
CSC1=C(C#N)C(c2ccccc2Cl)C2=C(N1)c1ccccc1C2=O (centres undefined)	-3.8	1.5
C=CCN=C(NC#N)SCCc1ccccc1	7.6	-1.1
O=C(C1CCCN(Cc2cccs2)C1)N1CCCCCC1 (centres undefined)	-10.4	-4.5
COCCCN1C(=O)c2ccc(C(=O)Nc3ccc(OC)cc3OC)cc2C1=O	-1.4	-3.3

Reformatted: results already given.
Results follow in this order: RAD54 branch, esBAF inh
- Cc1cc(N2C(=O)C(=O)/C(=C(/O)c3ccc(Cl)cc3)C2c2cccc(Br)c2)no1 (centres undefined)
  -5.6, -5.0
- COC(=O)c1c(NC(=O)C2c3ccccc3Oc3ccccc32)sc(C)c1C
  0.1, 5.3
- CC(C)(C)OC(=O)N1CCC[C@@H]1CO
  6.0, 2.2

Bioassay records from PubChem.

A portion of the library; count on the stated rates, not on these rows.
